From PubChem
influenza NS1A – NS1A inhibition, H1N1 influenza, cell based functional assay (AID 504329); NS1A functional cell-based assay, percent inhibition; higher % means a stronger effect; one-dose inhibition, % at 12.5 µM; IC50 in µM for titrated hits; 340,000 compounds, 0.3% hits; in the data active = a potency from the dose series; inconclusive = inhibition above about 27% without an active follow-up result; also: strong numbers were not always called active
M. tuberculosis HTS – M. tuberculosis growth inhibition, HTS (AID 449762); M. tuberculosis H37Rv growth inhibition, 7H9 media; higher % means a stronger effect; inhibition, % at 25 µM, or IC50 in µM where a hit was titrated; 330,000 compounds, 0.59% hits; in the data active = a potency from the dose series; inconclusive = inhibition above about 70% without an active follow-up result;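 also: bacterial growth assessed after seven days of incubation; strong numbers were not always called active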
inhibitors of VEEV – inhibitors of VEEV TC-83 cytopathic effect, confirmation, Vero cells (AID 588727); Vero cells, VEEV TC-83 cytopathic effect inhibition; higher % means a stronger effect; inhibition, % at 20 µM, or IC50 in µM where a hit was titrated; 350,000 compounds, 0.13% hits; in the data active = a potency from the dose series; inconclusive = inhibition mostly from about 14% at the one dose, without a potency; inactive = the rest, 99 in 100 with inhibition below about 12%; also: strong numbers were not always called active
tuberculosis growth – growth inhibition of non-replicating M. tuberculosis (AID 488890); Mycobacterium tuberculosis non-replicating, growth inhibition; higher % means a stronger effect; inhibition, % at 25 µM; hits with a dose series show IC50 in µM; 320,000 compounds, 0.39% hits; in the data active = a potency from the dose series; inconclusive = inhibition mostly from about 82% at the one dose, without a potency; inactive = the rest, 99 in 100 with inhibition below about 76%;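 also: plate controls were DMSO cells for no effect and high antibiotic wells for full effect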
PhoP GFP inhibition – PhoP regulon inhibitors, Salmonella typhi PhoP promoter GFP reporter, confirmatory (AID 1850); 310,000 compounds, 0.33% hits; Salmonella Typhi PhoP-promoter GFP reporter, fluorescence, 4 h; higher % means a stronger effect; one-dose inhibition, % at 50 µM; IC50 in µM for titrated hits; in the data active = a potency from the dose series; inconclusive = inhibition mostly from about 25% at the one dose, without a potency; inactive = the rest, 99 in 100 with inhibition below about 19%;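 also: 0% = induced wells with vehicle and 100% = uninduced wells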
inhibitors of VEEV 10K pilot screen – also measured in inhibitors of VEEV; calls as there; inhibition, %; measured here: 10K pilot screen inhibition
* hit, by the source's call; i = inactive; ? = inconclusive; . = no result given.

Start of the listing, in advance:
SMILES | influenza NS1A | M. tuberculosis HTS | inhibitors of VEEV | tuberculosis growth | PhoP GFP inhibition | others
CCOC(=O)C(NCCCO)c1ccccc1 (centres undefined) | -5% | 2% | 1.9% | 5% | -3%
CC(C)CCN(C(=S)Nc1cccc(F)c1)C(C)c1cccs1 (centres undefined) | -11% | 2% | i | 0% | 15%
O=c1c2ccccc2nc2n1C(CSCc1cccc(C(F)(F)F)c1)CS2 (centres undefined) | -2% | -5% | i | 8% | 6%
COc1cccc(CN(Cc2ccco2)C(c2ccc(F)cc2)c2nnnn2C(C)(C)C)c1 (centres undefined) | -8% | -6% | i | 15% | 7%
COC1CCN(C(=O)c2ccc(OC3CCN(CCc4ccccc4)CC3)cc2)CC1 | -2% | -3% | 0.5% | 6% | 4%
COC(=O)CCC(=O)N1CCCC(C(=O)c2cc(F)ccc2F)C1 (centres undefined) | -4% | 1% | 1.0% | 12% | -1%
CCOc1ccccc1N(CC(=O)N/N=C/c1cc(Br)ccc1OC)S(C)(=O)=O | 1% | -7% | 8.8% | 18% | 11%

The listing, from the start:
SMILES | influenza NS1A | M. tuberculosis HTS | inhibitors of VEEV | tuberculosis growth | PhoP GFP inhibition | others
CCOC(=O)C(NCCCO)c1ccccc1 (centres undefined) | -5% | 2% | 1.9% | 5% | -3%
CC(C)CCN(C(=S)Nc1cccc(F)c1)C(C)c1cccs1 (centres undefined) | -11% | 2% | i | 0% | 15%
O=c1c2ccccc2nc2n1C(CSCc1cccc(C(F)(F)F)c1)CS2 (centres undefined) | -2% | -5% | i | 8% | 6%
COc1cccc(CN(Cc2ccco2)C(c2ccc(F)cc2)c2nnnn2C(C)(C)C)c1 (centres undefined) | -8% | -6% | i | 15% | 7%
COC1CCN(C(=O)c2ccc(OC3CCN(CCc4ccccc4)CC3)cc2)CC1 | -2% | -3% | 0.5% | 6% | 4%
COC(=O)CCC(=O)N1CCCC(C(=O)c2cc(F)ccc2F)C1 (centres undefined) | -4% | 1% | 1.0% | 12% | -1%
CCOc1ccccc1N(CC(=O)N/N=C/c1cc(Br)ccc1OC)S(C)(=O)=O | 1% | -7% | 8.8% | 18% | 11%
C/C(=N/OC(=O)N(C)C)c1ncc(C(F)(F)F)cc1N1CCOCC1 | 2% | -10% | i | . | -15%
O=C(Cn1nnc(-c2ccc(Cl)cc2)n1)NCC1CCCCC1 | -8% | 6% | 0.8% | -8% | -3%
Oc1cc(Nc2cccnc2)cc2cccnc12 | 8.9µM* | ? | 11% | 31% | .
CCOc1ccccc1N1CCN(CC(=O)N(C2CCCC2)C2CCS(=O)(=O)C2)CC1 (centres undefined) | -9% | -3% | 0.6% | -3% | .
COc1ccc(-c2csc(NC(=O)CN3C(=O)NC4(CCCC4)C3=O)n2)c(OC)c1 | -1% | ? | 6.3% | 16% | -2%
CCOC(=O)C1=NNC2(c3ccc(C)cc3)C(=O)N(c3ccccc3)C(=O)C12 (centres undefined) | . | -7% | 0.0% | -1% | 0%
Cc1ccc(C)c(-c2ccc(=O)n(Cc3cccc(Br)c3)n2)c1 | 3% | 15% | 2.8% | 55% | 0%
COc1cccc(NC(=O)Nc2ccc(Br)cn2)c1 | -9% | 5% | 4.0% | 6% | 6%
COc1cc(C2=Nc3c(c(C)nn3-c3ccccc3)P(=O)(N3CCOCC3)O2)cc(OC)c1OC (centres undefined) | 4% | -5% | 1.0% | 9% | -1%
COc1ccc(S(=O)(=O)N(C)CC(=O)NCCCN2CCOCC2)cc1Cl | 2% | -8% | 1.3% | -13% | 5%
COc1ccc(OC)c(C2SCCN2S(C)(=O)=O)c1 (centres undefined) | 0% | 3% | i | 0% | 8%
COc1ccccc1CNC(=O)C1CCC(=O)N1C(C)C (centres undefined) | -12% | 5% | i | -8% | 4%
CCCOc1cccc(C(=O)Nc2nnn(CCC)n2)c1 | 0% | -5% | 0.5% | -1% | 9%
CC1CCN(S(=O)(=O)c2nnc(NC(=O)c3cccc([N+](=O)[O-])c3)s2)CC1 | -3% | 12% | 8.6% | 43% | 3%
COCCOC(=O)c1c(NC(=O)CN2CCc3ccccc32)sc(C(N)=O)c1C | 4% | 1% | 1.6% | 20% | 0%
O=C(CCS(=O)(=O)c1ccccc1)Nc1nc2cc3c(cc2s1)OCCO3 | -7% | 13% | 9.3% | ? | 2%
Cc1ccc(N(CC(N)=O)C2SC(=O)NC2=O)cc1 (centres undefined) | -2% | 11% | 0.9% | -9% | -2%
CCOc1cc(N2CCOCC2)c(OCC)cc1NC(=O)c1cccc(S(=O)(=O)N2CCOCC2)c1 | 4% | -5% | i | 1% | .
O=C(NNC(=O)NC1CCCCC1)NC1CCCCC1 | -3% | -3% | 0.2% | -10% | -6%
Cc1cccc(OCC(=O)N/N=C/c2cn[nH]c2-c2ccc(Cl)c(Cl)c2)c1 | 0% | 65% | 6.4% | -2% | 2%
CCN1CCN(c2c(/C=C3\SC(=S)N(Cc4ccco4)C3=O)c(C)c(C#N)c(=O)n2C)CC1 | 3% | -1% | 0.4% | 65% | -5%
Cc1cccc2cc(C#N)c(N3CCOCC3)nc12 | -2% | 9% | 0.1% | 22% | -7%
CC(C)(C)NC(=O)Cn1nnc(-c2ccc(OCc3c(F)cccc3Cl)cc2)n1 | 0% | 9% | 1.9% | -18% | 1%
CCCCSc1nnc([C@H](CC(C)C)NC(=O)OC(C)(C)C)o1 | -5% | -3% | i | 25% | 5%
Cc1ccc(CN2CCN(c3ccccc3)CC2)o1 | -5% | 0% | 0.8% | 0% | 7%
CC(NC(=O)c1ccco1)C(=O)N1CCN(c2cccc(Cl)c2)CC1 (centres undefined) | 10% | 4% | 3.1% | 11% | .
COc1ccc(NC(=O)CCCn2c(=S)[nH]c3ccccc3c2=O)cc1 | 5% | -9% | 0.5% | -39% | -13%
CC1CN(CCc2ccccc2)C(C)C/C1=N/O (centres undefined) | -1% | 4% | 1.1% | -6% | 5%
CCN(CC)CCN1C(=O)C2C(C(=O)Nc3cc(C)cc(C)c3)C3C=CC2(O3)C1C(=O)NC1CCCCC1 (centres undefined) | 2% | 3% | 0.9% | 2% | -1%

Retrieved by structure from above:
SMILES | influenza NS1A | M. tuberculosis HTS | inhibitors of VEEV | tuberculosis growth | PhoP GFP inhibition | others
CCN(CC)CCN1C(=O)C2C(C(=O)Nc3cc(C)cc(C)c3)C3C=CC2(O3)C1C(=O)NC1CCCCC1 (centres undefined) | 2% | 3% | 0.9% | 2% | -1%
O=C(NNC(=O)NC1CCCCC1)NC1CCCCC1 | -3% | -3% | 0.2% | -10% | -6%

(cont.)
SMILES | influenza NS1A | M. tuberculosis HTS | inhibitors of VEEV | tuberculosis growth | PhoP GFP inhibition | others
CS(=O)(=O)N(CC(=O)O)c1cc(C(F)(F)F)ccc1Cl | -2% | 7% | i | -8% | -1%
CCN(CC)CCNc1nc(C(F)(F)F)nc2c1nnn2Cc1ccccc1 | -4% | 3% | i | 36% | 10%
C#CCSc1nc2sc3c(c2c(=O)n1C)CCC3 | 5% | 6% | 1.3% | 5% | 5%
CC(C)Sc1oc(-c2ccco2)nc1S(=O)(=O)c1ccc(F)cc1 | -3% | -4% | 4.9% | 11% | 3%
CCc1ccc(NC(=O)CCc2nnc3ccc(N4CCCC4)nn23)cc1 | 3% | ? | 6.7% | 9% | 0%
COC(=O)c1ccc(/C=C/c2c(-c3ccsc3)oc3ccc(N4CCOCC4)cc23)cc1 | -4% | 21µM* | 8.2% | 30% | 5%
CN(C)c1ncnc2c1ncn2CCn1cnc2c(N(C)C)ncnc21 | 0% | . | 7.4% | . | .
O=c1cc(N2CCCCC2)c(-c2ccccc2)nn1Cc1cccc(F)c1 | 0% | 13% | i | 22% | -6%
O=C(c1ccc(Cn2cc([N+](=O)[O-])cn2)o1)N1CCCCCC1 | -10% | -23% | 0.8% | 0% | -4%
O=C(NCc1ccccn1)c1ccc2nc(C3CCCCC3)oc2c1 | 3% | 44% | 0.5% | 35% | 1%
Cc1coc(C)c1C(=O)Nc1ccc2ccccc2c1 | -6% | . | 3.0% | . | .
CCCOc1ccc(C(=O)NNC(=S)NC(=O)CC)cc1 | -7% | ? | >25µM* | ? | 48µM*
CCS(=O)(=O)N1Cc2ccccc2CC1C(=O)Nc1nc(C)cs1 (centres undefined) | -4% | -6% | 2.7% | -2% | 11%
COc1ccc(OCC(=O)OC(C)CN2CCCCC2)cc1 (centres undefined) | -7% | -2% | 0.6% | -3% | -1%
O=C(COC(=O)c1ccccc1Sc1ccc(C(F)(F)F)cc1[N+](=O)[O-])NC(=O)NC1CCCC1 | 4% | 10% | 1.9% | -3% | 0%
O=C(/C=N/NC(=O)c1ccccc1Br)c1ccccc1 | 9% | 0% | 1.0% | 8% | 10%
CC(NC(=O)Nc1cccc(F)c1)c1ccc2c(c1)OCO2 (centres undefined) | 13% | 3% | 3.1% | 28% | -6%
O=C(COC(=O)C1CCC(N2C(=O)C3C4CCC(C4)C3C2=O)CC1)c1ccc(F)cc1 (centres undefined) | -8% | 50% | 1.7% | ? | 1%
CCn1c(CC(=O)Nc2ccc(C)c(Cl)c2)nnc1SCCOc1ccc(OC)cc1 | 0% | 3% | 1.8% | 9% | -1%
O=C(Oc1ccc(Cl)cc1)c1ccc(COC(=O)c2cnccn2)cc1 | -4% | ? | 2.0% | ? | -7%
NC(=O)COC(=O)CC(NC(N)=O)c1ccc(Cl)cc1 (centres undefined) | -9% | -1% | 0.8% | -4% | -8%
COC(=O)c1ccc(NC(=O)Cc2ccc(F)cc2)cc1 | -11% | -9% | 0.2% | 15% | 11%
CC(NCCOCCOc1ccccc1)c1ccccc1 (centres undefined) | -5% | -8% | 1.1% | 60% | -4%
c1csc(-c2noc(CN3CCN4CCCC4C3)n2)c1 (centres undefined) | 8% | -1% | 0.6% | -10% | -3%
Cc1n[nH]c(=O)c2c(NC(=O)CSc3ccc(F)cc3)oc(C)c12 | 0% | -2% | 0.9% | 3% | -1%
OC1(CNCc2ccccc2)C2CC3CC(C2)CC1C3 (centres undefined) | -2% | -6% | 2.7% | -14% | -2%
O=C(Nc1cccs1)OCCN1CCN(Cc2ccccc2)CCC1=O | -21% | -7% | i | 4% | -4%
COc1ccc(OC)c(C(=O)Nc2ccc3[nH]ccc3c2)c1 | -16% | 2% | 8.2% | -13% | 3%
Cc1cccc2cc(C#N)c(NCCNC(=O)COc3ccccc3)nc12 | -1% | -4% | 1.7% | 8% | -14%
CN1CCN(C(=O)c2c(O)c3cccc4c3n(c2=O)CCC4)CC1 | -19% | -7% | 0.5% | 0% | -8%
COc1ccc(C(=O)N2CCc3ccccc32)cc1S(=O)(=O)N1CCOCC1 | -5% | -4% | 5.8% | -11% | .
COc1ccc2cc(C[C@@H]3CC[C@@H](CNC(N)=O)O3)ccc2c1 | -5% | . | 0.7% | . | .
O=C(Nc1ccc(OCC(=O)N2CCOCC2)cc1)c1ccccc1F | 0% | -5% | 0.8% | -6% | 2%
Cc1ccc(-n2c(/C=C/c3ccccn3)nc3ccccc3c2=O)cc1 | -9% | . | 0.6% | . | .
O=[N+]([O-])c1cccc(S(=O)(=O)N2CCN(S(=O)(=O)N3CCCCCC3)CC2)c1 | -11% | -9% | i | -20% | -4%
CC(C)NC(=O)C(=O)NNC(=O)CCc1ccccc1 | 8% | 12% | 1.6% | -14% | 1%
N#CC1=C(N)C(C#N)(C#N)C(c2cccnc2)C2CC(c3ccccc3)CC=C12 (centres undefined) | 4% | 0% | 8.0% | 27% | 3%
CC(=O)N/C(=C\c1ccccc1)C(=O)Nc1ccccc1C | 2% | 3% | 1.2% | 28% | -8%
CCCCNC(=S)N1CCN(c2ccccc2Cl)CC1 | -8% | -6% | 1.2% | 58% | 11%
COc1ccc(S(=O)(=O)N2CCOC2CNC(=O)C(=O)NCCc2ccc(OC)c(OC)c2)cc1C (centres undefined) | -8% | -4% | 10% | 0% | 0%
Cc1nc2sc(-c3ccccc3)cc2c(=O)n1/N=C/N(C)C | 10% | 3% | 1.0% | 5% | -11%
O=C(OCc1nnc(-c2ccccc2)o1)c1ccc(CO)cc1 | 5% | 0% | 0.1% | 39% | 13%
CCOC(=O)c1cccc(Nc2nc(C)cc(C)n2)c1 | -4% | -1% | 2.0% | 3% | -2%
C=CCSc1nc2sc(C)c(C)c2c(=O)n1N | 1% | 1% | i | 11% | -7%
Cc1ccnc(NC(c2ccccn2)c2c(C)[nH]c3ccccc23)c1 (centres undefined) | -8% | -6% | 2.4% | 4% | 0% | inhibitors of VEEV 10K pilot screen=3.0
COc1ccc(/C=N/NC(=O)c2ccccc2[N+](=O)[O-])cc1CN1CCc2cc(OC)c(OC)cc2C1C (centres undefined) | 1% | 5% | 3.2% | 61% | 4%
